# Assay outcomes (PubChem BioAssay)
# CXXC DNA block: qHTS Fluorescence Polarization Assay for Inhibitors of MLL CXXC domain - DNA interaction. Histone-lysine N-methyltransferase 2A (Homo sapiens), Q03164. MLL-CXXC / FITC-HOXA9 DNA fluorescence polarization. Potency, µM (titrated, usually from 115 µM), for inactives: at the top dose activity change, negative = inhibition, actives largely listed as inhibitors. 0.037% of 290,000 active; active = well fitted inhibition curve with a large enough effect in the polarisation, with a control signal flat, not every such curve was filed as active; inconclusive = small, poorly fitted or top-dose-only effect, or effect the other way, or a change in a side signal; inactive = no such curve, though single readings can be large or run the other way; the % refers to the polarisation; note: potency is the fitted concentration of half-maximal effect
#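 Steps: dispense CXXC domain solution (7 uM) → pin compounds or unlabeled HOX-A9 DNA control → 5 min ambient → add FLSN-HOX-A9 solution (50 nM) → spin → 30 min ambient → fluorescence polarization. Tris pH 7.5/NaCl/DTT/BSA buffer.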
# ELG1 DNA repair: qHTS screen for small molecules that inhibit ELG1-dependent DNA repair in human embryonic kidney (HEK293T) cells expressing luciferase-tagged ELG1; AID 504467, 2011; 2.3% of 330,000 active; HEK293T ELG1-luciferase reporter, luminescence, 16 h; DNA damage induced by 5-fluorouridine; Potency, µM (doses to about 46.1 µM), for inactives: at the highest dose activity change, negative = inhibition, usual class: inhibitors; note: potency is the fitted concentration of half-maximal effect; % is set by controls: 0 for no effect and ±100 for the full control effect; nearly all actives have a fitted effect of over 55% in size
#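 Cells (2,000 per well) received 5-fluorouridine plus test compound or DMSO and were incubated 16 hr at 37 °C, 5% CO2. Luciferase activity was read by luminescence 30 min after ONE-Glo addition; signal suppression marked inhibition of damage-induced ELG1 function.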
# B2AR arrestin: qHTS assay of beta-arrestin-biased ligands of beta2-adrenergic receptor. Beta-2 adrenergic receptor (Homo sapiens), P07550. beta-arrestin recruitment to beta2AR, cell-based reporter. Potency, µM (highest dose often 46.1 µM), for inactives: at the top dose activation, actives largely listed as activators. 0.02% of 330,000 active. AID 492947, 2010;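 note: potency is the fitted concentration of half-maximal effect; 0% = DMSO controls and full agonism = EC100 isoproterenol or metaproterenol; nearly all actives have a fitted effect of over 65% in size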
# BRCA1 expr up: qHTS Assay to Identify Small Molecule Activators of BRCA1 Expression; MCF7-BRCA1-FFLuc reporter, luminescence, 48 h; response scale: scaled: vehicle 0%, 10 µM genistein 100%; Potency, µM (doses to about 46.1 µM), inactives show at the top dose activation, hits mostly activators; 1.1% of 380,000 active; note: potency is the fitted concentration of half-maximal effect; nearly all actives have a fitted effect of over 80% in size; some results filed as inactive show a strong effect at the top dose
#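 Quantitative HTS in MCF7 cells stably reporting BRCA1 expression via firefly luciferase. Compound treatment lasts 48 h at 37 °C in phenol-red free MEM. Activation is expressed relative to genistein at 10 microM and DMSO.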
# TSG101-PTAP inh: qHTS Assay for Iinhibitors of HIV-1 Budding by Blocking the Interaction of PTAP/TSG101 | Tumor susceptibility gene 101 protein (Homo sapiens), Q99816 | Fluorescence polarization, FITC-PTAP peptide / Tsg101 binding | Potency, µM (top dose mostly 115 µM), inactives show at the top dose activity change, negative = inhibition, most hits filed as inhibitors | 340,000 tested, under 10 active; active = well fitted inhibition curve with a large enough effect in the main read-out, with a control signal flat, not every such curve was filed as active; inconclusive = small, poorly fitted or top-dose-only effect, or effect the other way, or a change in a side signal; inactive = no such curve, though single readings can be large or run the other way; note: potency is the fitted concentration of half-maximal effect; % of control where 0% means no effect
#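 Tsg101 binding domain (10 uM final) was mixed with compound and a FITC-labeled PTAP peptide (50 nM final) in HEPES pH 7.5 buffer with NaCl, Tween 20, EDTA and TCEP; fluorescence polarization was read after 20 min at r.t.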
# p53 reactivator: qHTS assay for re-activators of p53 using a Luc reporter; H1299 p53-A138V BP100-luciferase reporter, luminescence, 24 h; Potency, µM (top dose mostly 92.2 µM), for inactives: top-dose activity change, positive = activation, most hits filed as activators; 0.063% of 320,000 active; AID 504706, 2011; note: potency is the fitted concentration of half-maximal effect; % of control where 0% means no effect; nearly all actives have a fitted effect of over 45% in size
#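 p53-null H1299 cells stably carrying temperature-sensitive p53-A138V and a BP100-luciferase reporter were pinned with compounds (4-point, 1:5 series) and held 24 hrs at 37 deg C. Luminescence was read 10 min after detection reagent.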
# A-T KAP1 phos: qHTS Assay for Identifying a Potential Treatment of Ataxia-Telangiectasia | 0.19% of 320,000 active | […] A-T fibroblasts, KAP-1 phosphorylation AlphaLISA; neocarzinostatin DNA damage 30 min before lysis | Potency, µM (highest dose often 57.5 µM), for inactives: at the highest dose activation, actives largely listed as activators; note: potency is the fitted concentration of half-maximal effect; % of control where 0% means no effect; nearly all actives have a fitted effect of over 45% in size
#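 hTERT-immortalized A-T patient fibroblasts ([…]), 500 cells/well in OPTI-MEM, 1% FBS, got compounds for 60 min, then NCS for 30 min at 37C. Lysates were then assayed for phospho-KAP-1 by AlphaLISA (anti-pKAP1 donor, anti-KAP1 acceptor beads), 6 hr at 25C.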
# TCR act: Activators of T cell receptors: qHTS campaign | primary human leukocytes, anti-CD3, IL-2 HTRF, 48 h | Potency, µM (doses to about 9.22 µM), for inactives: top-dose activation of IL-2 secretion, hits mostly activators | 330,000 tested, under 10 active; note: % of control where 0% means no effect
#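 Activity was scored as IL-2 release from primary human leukocytes given only a TCR signal (a-CD3 beads) plus compound for 48 hr. Detection used a two-antibody HTRF format read at 665nm.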
# TRPV1 agonist: HTS Assay for Compounds that Act as Agonists of the Vanilloid Receptor 1 | Transient receptor potential cation channel subfamily V member 1 (Homo sapiens), Q8NER1 | 0.19% of 320,000 active | TRPV1-expressing cells, Fluo-8 calcium influx, agonist mode | activation, % at 8.33 µM; in the data active = activation above about 80%; inconclusive = between about 30% and that limit; note: 0% is about no effect
# Target sequence (Q8NER1 whole entry, looked up): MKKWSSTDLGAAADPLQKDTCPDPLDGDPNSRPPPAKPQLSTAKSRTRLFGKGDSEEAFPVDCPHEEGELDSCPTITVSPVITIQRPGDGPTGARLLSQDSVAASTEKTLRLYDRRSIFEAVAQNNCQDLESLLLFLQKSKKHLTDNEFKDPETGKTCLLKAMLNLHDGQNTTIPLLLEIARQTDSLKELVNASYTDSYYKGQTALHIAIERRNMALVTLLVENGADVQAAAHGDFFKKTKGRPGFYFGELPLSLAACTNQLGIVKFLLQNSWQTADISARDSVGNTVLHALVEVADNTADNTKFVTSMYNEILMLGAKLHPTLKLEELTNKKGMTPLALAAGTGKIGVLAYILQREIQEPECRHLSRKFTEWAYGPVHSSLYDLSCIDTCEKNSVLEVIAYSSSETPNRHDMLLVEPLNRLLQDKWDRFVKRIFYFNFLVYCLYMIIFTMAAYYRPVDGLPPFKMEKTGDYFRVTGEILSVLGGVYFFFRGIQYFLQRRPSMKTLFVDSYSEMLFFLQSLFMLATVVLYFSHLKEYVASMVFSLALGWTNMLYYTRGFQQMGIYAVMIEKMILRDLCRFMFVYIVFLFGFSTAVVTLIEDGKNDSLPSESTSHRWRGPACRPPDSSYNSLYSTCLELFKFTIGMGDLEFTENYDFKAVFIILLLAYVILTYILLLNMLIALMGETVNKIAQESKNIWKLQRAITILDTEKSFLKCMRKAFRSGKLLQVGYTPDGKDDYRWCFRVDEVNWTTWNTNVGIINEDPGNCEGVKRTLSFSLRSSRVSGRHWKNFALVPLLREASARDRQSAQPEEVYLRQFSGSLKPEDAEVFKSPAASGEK
#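 Cells expressing TRPV1 were dye-loaded with Fluo-8 and read kinetically: 10 s baseline, 3 min after compound (agonist portion), then 2 min after EC20 capsaicin (allosteric enhancer portion). Calcium-bound dye fluorescence at 480/520 nm.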
# a7 integrin act: qHTS for Activators of Integrin-Mediated Alleviation for Muscular Dystrophy | alpha7betagal myoblasts, beta-gal FDG fluorescence, 48 h | Potency, µM (highest dose often 38.3 µM), for inactives: top-dose activation, most hits filed as activators | 0.064% of 350,000 active;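 note: potency is the fitted concentration of half-maximal effect; 100% = response of the positive control SU9516; nearly all actives have a fitted effect of over 60% in size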
#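 Alpha7betagal+/- myoblasts (passage 13) were plated 16-24 hr, then exposed to compounds (1:260 dilution of DMSO stock) for 48 hours at 37C. After MPER lysis, β-galactosidase reporter activity was read as FDG fluorescence (ex 480/em 540) after 30 minutes.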
# * = called active by the depositor; ? = inconclusive; . = not tested or not shown; [ ] = dose if it differs, or a comment. Unless noted, calls come from the whole dose curve; as a rule, active = well fitted curve in the direction sought with a large enough effect; inconclusive = small, poorly fitted or top-dose-only effect, or another doubt; inactive = no such curve, though single readings can be large; an effect the other way counts as inactive or inconclusive. Compounds as they come; 3.8% or so of the library scored in one or more.
cpd	SMILES	CXXC DNA block	ELG1 DNA repair	B2AR arrestin	BRCA1 expr up	TSG101-PTAP inh	p53 reactivator	A-T KAP1 phos	TCR act	TRPV1 agonist	a7 integrin act
1	CCOC(=O)c1c(C)nn(-c2ncccc2NC(=O)NC(C)C)c1C	7%	8%	-0.8%	-5%	-1%	-2%	-1%	7%	4	26%
2	CN(C)C(=O)C(OC(=O)c1ccc2ccccc2n1)c1ccccc1 (stereo not given)	2%	-10%	-0.3%	-6%	-4%	2%	0%	-2%	-3	-23%
3	COc1ccc(CCNc2cc(C)nc3c(-c4ccccc4OC)cnn23)cc1OC	?	?	0.2%	-35%	-1%	-2%	21%	-3%	28	-29%
4	CN(CCOc1ccccc1)C(=O)c1cc(S(=O)(=O)N2CCCCC2)ccc1Cl	.	-1%	0.0%	-31%	-3%	2%	5%	-3%	16	3%
5	COc1cccc(C(=O)Nc2ccc(-c3nc4ccccc4o3)c(O)c2)c1	15%	?	-0.8%	55%	-8%	7%	4%	-5%	0	-15%
6	CN1CCN(/C=C(\C#N)S(=O)(=O)c2ccc(Cl)cc2)CC1	2%	-9%	-0.2%	-2%	-1%	3%	-10%	5%	0	33%
7	CCCCOCC1CN(c2ccccc2)C(=O)CS1 (stereo not given)	-7%	-4%	-0.1%	4%	-7%	-9%	4%	-5%	3	-7%
8	COc1ccccc1N1C(=NC(=O)C2CCCCC2)SC2CS(=O)(=O)CC21 (stereo not given)	-3%	0%	-0.6%	2%	-1%	-6%	2%	-2%	0	-11%
9	CC(C)C(OC(=O)Cn1nnc2ccccc21)C(=O)NC1CCCC1 (stereo not given)	5%	-7%	0.1%	45%	1%	2%	2%	2%	1	-11%
10	Cc1ccc(C(=O)N/C(=C\c2ccc(C)o2)C(=O)O)cc1	0%	-2%	-0.8%	-19%	-2%	4%	-5%	-4%	1	-37%
11	O=C1CC(NNC(=O)c2ccccc2)C(=O)N1 (stereo not given)	-12%	6%	-0.4%	-1%	-3%	2%	-1%	3%	-3	-7%
12	S=C(Nc1ccccc1Cl)N(Cc1ccccc1)Cc1ccccn1	3%	?	?	-8%	2%	5%	5%	-3%	-9	29%
13	COc1ccccc1NC(=O)Nc1nc(CC(=O)N2CCN(c3ccccc3)CC2)cs1	.	?	-0.1%	-43%	-4%	1%	-8%	-6%	2	31%
14	O=C(CCSc1ccc(Cl)cc1)N1CCN(c2ncccn2)CC1	-13%	?	-0.7%	?	-5%	?	9%	8%	?	-27%
15	COc1ccc(/C=N/NC(=O)c2ccc(COc3cccc4cccnc34)cc2)cc1O	11%	?	-0.6%	-3%	-7%	-2%	3%	4%	5	-2%
16	Cc1ccccc1C(=O)N1CCC(C(=O)Nc2ccc3c(c2)OCCO3)CC1	1%	?	0.0%	20%	-3%	-1%	.	-6%	-10	7%

# Taken from above:
# COc1ccc(/C=N/NC(=O)c2ccc(COc3cccc4cccnc34)cc2)cc1O | a7 integrin act: -2%
# COc1ccccc1NC(=O)Nc1nc(CC(=O)N2CCN(c3ccccc3)CC2)cs1 | TRPV1 agonist: 2
# Cc1ccc(C(=O)N/C(=C\c2ccc(C)o2)C(=O)O)cc1 | a7 integrin act: -37%
# S=C(Nc1ccccc1Cl)N(Cc1ccccc1)Cc1ccccn1 | A-T KAP1 phos: 5%

# (more compounds)
cpd	SMILES	CXXC DNA block	ELG1 DNA repair	B2AR arrestin	BRCA1 expr up	TSG101-PTAP inh	p53 reactivator	A-T KAP1 phos	TCR act	TRPV1 agonist	a7 integrin act
17	O=C(O)CCCCCN=Cc1c(O)c2ccccc2oc1=O	-5%	0%	0.0%	4%	-5%	1%	2%	1%	2	-5%
18	CCOC(=O)c1c(C)c(C(=O)Nc2ccccc2)c(C)n1CC	-4%	?	-0.1%	39%	2%	?	5%	-2%	?	6%
19	Cc1ccc(Cn2ccc(-c3cnc(-c4ccccc4)s3)n2)cc1	3%	?	0.0%	74%	-8%	28%	-1%	-3%	-3	-16%
20	COc1ccc(Cl)cc1N(CC(=O)NC(C)(C)C)S(=O)(=O)c1ccc(C)c([N+](=O)[O-])c1	4%	-6%	-0.4%	-24%	-1%	-6%	0%	2%	9	18%
21	Cc1cccc(C)c1Nc1ncnc(N)c1[N+](=O)[O-]	?	15%	-0.3%	1%	0%	-2%	-2%	4%[46.1 µM]	-1	-11%
22	O=C(O)C1C2CCC(O2)C1C(=O)NCc1ccccc1Br (stereo not given)	3%	4%	-0.2%	-3%	0%	12%	0%	0%	3	2%
23	CC1CCCC(C)N1c1nnc(NC(=O)c2cc(-c3ccc(Br)cc3)on2)s1 (stereo not given)	-5%	0%	0.0%	-5%	0%	4%	9%	2%	2	6%
24	O=C(NCc1cccnc1)c1cccnc1-c1nc2ccccc2s1	2%	-1%	-0.2%	11%	0%	-3%	-2%	8%	0	?
25	Cn1nc(C(=O)Nc2ccc(S(=O)(=O)N3CCCC3)cc2)ccc1=O	-3%	-10%	-0.2%	-26%	0%	1%	-3%	-20%	3	23%
26	O=C(Cc1cccs1)NCc1ccccc1F	0%	?	-0.3%	72%	-1%	?	3%	0%	4	6%
27	Oc1cccc2c(NC(=S)Nc3ccc(OC(F)F)cc3)cccc12	-1%	30%	3.5%	19%	-4%	?	3%	-3%[46.1 µM]	0	?
28	CC(C)(Oc1ccc(Cl)cc1)C(=O)N1CCN(C(=O)c2ccco2)CC1	1%	4%	-0.7%	-6%	-6%	-3%	2%	-3%	6	?
29	O=C(COC(=O)c1ccc(F)cc1F)Nc1ncccn1	5%	-2%	0.0%	-7%	-5%	1%	6%	3%	0	8%
30	CC(C)(C)CC(=O)NC(=S)N1CCCCCC1	7%	-8%	0.2%	2%	-2%	2%	-7%	-7%	-1	4%[7.66 µM]
31	CCN(CC)CCN(CC(=O)N(C1CCCCC1)C1CCCCC1)C(=O)c1cccnc1	15%	12%	0.3%	-37%	-6%	4%	-3%	-7%	4	-22%
32	Cc1ccc(CNC(=O)CN2C(=O)C3(OCCCO3)c3ccccc32)cc1	1%	-3%	0.3%	-10%	-2%	-7%	1%	-3%	15	-18%
33	CCC(C)(C)NC(=O)C(c1ccccc1F)N(Cc1ccco1)C(=O)Cn1nnc2ccccc21 (stereo not given)	-1%	-18%	0.2%	-34%	-3%	8%	6%	-9%	9	-10%
34	N#Cc1cc2sc3nc4ccccc4n3c2cc1C#N	-1%	-4%	0.1%	.	.	1%	4%	.	-1	.
35	O=C(OCC(=O)N1CCc2ccccc21)[C@@H]1CC(O)CN1S(=O)(=O)c1ccccc1[N+](=O)[O-] (stereo not given in full)	.	-3%	-0.2%	-3%	-5%	-1%	1%	2%	.	-16%
36	Cn1cccc1C(=O)OCc1cc(-c2ccco2)on1	.	?	-0.6%	?	1%	?	-6%	-5%	10	-4%
37	CC1CC1C(=O)Nc1nc(-c2cccs2)c(-c2cccs2)s1 (stereo not given)	-2%	11%	-0.3%	-52%	-6%	0%	7%	-14%[46.1 µM]	?	11%
38	O=C(Nc1ccc(Cl)cc1)OCc1cc(-c2ccccc2Cl)on1	13%	4%	-0.3%	-9%	-1%	-4%	12%	-3%	?	16%
39	CN=C1c2cc3cc(OC)ccc3n2CCN1C	2%	?	0.1%	3%	1%	-11%	4%	1%[46.1 µM]	-3	-54%[inhibitor]
40	Cc1ccc(N2CCN(C(=S)Nc3ccc(Cl)cc3)CC2)cc1	26%	-7%	0.3%	0%	-4%	19%	0%	10%	0	22%

# Compounds 33 to 35, quoted:
cpd	SMILES	CXXC DNA block	ELG1 DNA repair	B2AR arrestin	BRCA1 expr up	TSG101-PTAP inh	p53 reactivator	A-T KAP1 phos	TCR act	TRPV1 agonist	a7 integrin act
33	CCC(C)(C)NC(=O)C(c1ccccc1F)N(Cc1ccco1)C(=O)Cn1nnc2ccccc21 (stereo not given)	-1%	-18%	0.2%	-34%	-3%	8%	6%	-9%	9	-10%
34	N#Cc1cc2sc3nc4ccccc4n3c2cc1C#N	-1%	-4%	0.1%	.	.	1%	4%	.	-1	.
35	O=C(OCC(=O)N1CCc2ccccc21)[C@@H]1CC(O)CN1S(=O)(=O)c1ccccc1[N+](=O)[O-] (stereo not given in full)	.	-3%	-0.2%	-3%	-5%	-1%	1%	2%	.	-16%
